Compound activity from PubChem.
CIT2-GFP yeast: alters CIT2-GFP fluorescence in TOR pathway yeast screen. S. cerevisiae CIT2-GFP strain, flow cytometry, 3 h; 100 means same as DMSO wells. GFP response vs DMSO, % at 10 µM. 320,000 tested, 0.065% active. AID 2029;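 active = GFP response relative to DMSO above a set limit, near the screen mean plus 3 SD, cut at about 150% in these data; inconclusive = Fewer than 70 cells measured for a yeast strain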;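 note: ratio of well median GFP fluorescence to mean of DMSO wells on the plate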
MEP2 TOR yeast: yeast TOR pathway MEP2-GFP modulation; GFP response vs DMSO, % at 10 µM; S. cerevisiae MEP2-GFP strain, flow cytometry GFP, 3 h; 100% = DMSO control level; 330,000 tested, 0.51% active; AID 2016;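 active = GFP response versus DMSO above a set limit, roughly screen mean plus 3 SD, cut at about 180% in these data; inconclusive = fewer than 70 cells counted for a yeast strain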;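 note: median GFP fluorescence of the barcode-gated MEP2-GFP cells per well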
RPL19A-GFP yeast: yeast TOR pathway RPL19A-GFP modulation | S. cerevisiae RPL19A-GFP strain, flow cytometry, 3 h; hits give low values | percent response vs DMSO, % at 10 µM | 330,000 tested, 0.3% active;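 active = percent response vs DMSO below 50%; inconclusive = fewer than 70 events counted for the yeast strain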;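 note: median channel GFP fluorescence of the barcoded RPL19A-GFP strain; ratio of sample median GFP to plate DMSO average so 100% = DMSO; lower means less RPL19A-GFP as with rapamycin TOR inhibition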
AGP1-GFP MLPCN: yeast TOR pathway AGP1-GFP modulation; 320,000 tested, 0.02% active; GFP response vs DMSO, % at 10 µM; S. cerevisiae AGP1-GFP multiplex flow cytometry, 3 h; GFP as percent of DMSO wells; AID 2066;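 active = GFP response relative to DMSO above a set limit, near screen average plus 3 SD, cut at about 150% in these data; inconclusive = fewer than 70 cells counted for the yeast strain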;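 note: median GFP channel fluorescence of the gated AGP1 strain per well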
Efflux pump inh: blocks antifungal efflux pumps in multiplex yeast assay. S. cerevisiae Candida pump triplex, Nile Red efflux. inhibition, % at 10 µM. 330,000 tested, 0.44% active. AID 485275;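 active = plate passing quality check with inhibition over a set limit, or well fluorescence over plate mean plus 4 SD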;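 note: Nile Red retained in pooled yeast measured as flow cytometry median fluorescence; 0% = buffer negative control and 100% = Enniatin B positive control; higher means more Nile Red kept so more efflux inhibition; some compounds called inactive have numbers as strong as hits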
CR mimetic SO: caloric restriction mimetics inhibiting age-related superoxide in yeast; S. cerevisiae aged cells, superoxide DHE fluorescence; hits give low values; superoxide response (% of plate mean), % at 10 µM; 330,000 tested, 0.18% active; AID 2690;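 active = superoxide response under a set limit, about three screen SD below normal, cut at about 65% in these data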;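 note: yeast aged for seven days with compound at 30 °C before DHE staining; 100% = average MFI of all compound-treated wells on the plate with controls excluded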
LAP4 TOR yeast: yeast TOR pathway LAP4-GFP modulation | S. cerevisiae LAP4-GFP multiplex, flow cytometry GFP, 3 h; median GFP as percent of DMSO wells | AID 2023 | GFP response vs DMSO, % at 10 µM | 320,000 tested, 0.34% active;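 active = GFP response vs DMSO above a set limit, about the screen mean plus 3 SD, cut at about 150% in these data; inconclusive = under 70 cell events counted for the yeast strain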
AHR activator: human AHR activation; 320,000 tested, 2.5% active; activation, % at 5 µM; P35869; AHR-responsive luciferase reporter cells, luminescence; AID 2796; in the data active = activation above about 47%;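 note: 0% = vehicle wells and 100% = reference agonist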
Target sequence (P35869 whole entry, looked up): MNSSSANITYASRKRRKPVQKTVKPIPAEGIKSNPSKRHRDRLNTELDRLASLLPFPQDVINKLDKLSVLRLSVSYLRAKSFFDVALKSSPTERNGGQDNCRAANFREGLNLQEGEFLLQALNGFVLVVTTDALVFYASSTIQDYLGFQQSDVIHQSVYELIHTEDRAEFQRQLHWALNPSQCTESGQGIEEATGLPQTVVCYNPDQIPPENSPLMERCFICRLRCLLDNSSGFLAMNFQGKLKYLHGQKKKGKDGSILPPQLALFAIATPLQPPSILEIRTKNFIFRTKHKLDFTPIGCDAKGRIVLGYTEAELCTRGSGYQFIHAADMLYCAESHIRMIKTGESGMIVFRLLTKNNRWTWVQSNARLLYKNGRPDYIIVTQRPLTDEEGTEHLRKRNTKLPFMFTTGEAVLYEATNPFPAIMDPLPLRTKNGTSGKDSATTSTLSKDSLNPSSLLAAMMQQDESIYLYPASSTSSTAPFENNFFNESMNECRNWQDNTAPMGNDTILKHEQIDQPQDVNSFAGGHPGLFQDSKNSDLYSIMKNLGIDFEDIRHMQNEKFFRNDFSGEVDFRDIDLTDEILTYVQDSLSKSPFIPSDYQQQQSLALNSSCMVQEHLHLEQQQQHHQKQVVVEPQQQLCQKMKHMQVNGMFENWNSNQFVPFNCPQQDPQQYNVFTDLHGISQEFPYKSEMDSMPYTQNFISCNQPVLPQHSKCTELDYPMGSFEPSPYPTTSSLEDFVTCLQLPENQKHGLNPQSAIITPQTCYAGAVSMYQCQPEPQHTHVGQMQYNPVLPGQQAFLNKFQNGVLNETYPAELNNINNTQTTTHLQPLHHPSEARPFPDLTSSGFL
* hit, by the source's call; ? = inconclusive; . = no result given; & = joins results of further samples; [ ] = dose if it differs, or a comment. Compounds as they come; 3.9% or so of the library scored in one or more.

SMILES	CIT2-GFP yeast	MEP2 TOR yeast	RPL19A-GFP yeast	AGP1-GFP MLPCN	Efflux pump inh	CR mimetic SO	LAP4 TOR yeast	AHR activator
O=C(COC(=O)CCC(=O)c1ccc(Cl)cc1)NCC1CCCO1 (configuration not stated)	117	110	104	110	-0.1	97	109	-1
O=C(Nc1ccc(OC(F)F)c(Cl)c1)C(c1ccccc1)c1ccccc1	105	101	104	102	0.0	99	89	2
O=C(Nc1nc2ccsc2c(=O)s1)c1ccc(F)cc1Cl	99	107	97	103	0.2	103	107	-1
COc1ccc(S(=O)(=O)NCCC(=O)N2CCCC2)cc1N(C)S(C)(=O)=O	102	102	98	104	0.0	100	108	1
Cn1nc2c(c1C(=O)O)CCCC2	92	99	96	98	0.0	85	97	0
CCCCn1nnnc1SCC(=O)N1CCOCC1	93	98	100	102	0.0	100	.	-1
CCCc1cc(=O)[nH]c(SCCCCN2C(=O)c3ccccc3C2=O)n1	85	89	90	85	0.1	91	81	4
O=C(OCCN1CCOCC1)c1cccnc1	106&102	102&100	101&96	107&98	-0.1&0.1	125&119	103&91	-3&0
O=C1c2ccccc2N2C(=O)c3ccccc3C2N1Cc1ccco1 (configuration not stated)	95	98	96	93	0.1	105	99	1
COc1ccc(CNC(=O)/C(C#N)=C/c2cccc(OC)c2OC)cc1	97	99	105	96	0.1	85	110	-1
COCC(=O)N(Cc1nc2ccccc2c(=O)[nH]1)Cc1cccs1	90	90	95	91	0.0	97	91	3
Fc1ccc(Nc2nc(-c3cccnc3)cs2)cc1	92	149	59	74	0.0	95	102	39
COc1ccc(N(C(=O)Cc2cccs2)C(C(=O)NC2CCCCC2)c2cccn2C)cc1OC (configuration not stated)	108	104	101	103	-0.1	80	102	-1
Cc1ccnc(SCC(=O)N2CCN(c3cccc(Cl)c3)CC2)n1	103	99	98	99	0.0	103	102	0
O=C1Cc2cc(NS(=O)(=O)c3ccc(Cl)cc3)cc3c2N1CCC3	109	103	103	107	0.1	100	95	13
CCCCOc1ccc(C(=O)O)cc1	98	102	105	95	-0.1	91	103	-2
O=C(c1ccc(F)cc1)N1CCCN(c2nc(-c3ccccc3)ns2)CC1	89	97	93	105	0.0	96	110	2
CCn1c(C)cc(/C=C2\NC(=O)N(Cc3ccccc3)C2=O)c1C	104	101	96	97	0.1	97	94	70*
Cc1cc(C)c[n+](-c2nc3ccccc3nc2[N-]S(=O)(=O)c2cccs2)c1	100	102	105	99	-0.1	105	100	5
COc1ccc(N(CC(=O)N2CCC(C(N)=O)CC2)S(=O)(=O)c2ccccc2)cc1	?	375*[may fluoresce violet]	42*[may fluoresce violet]	?	-0.1	101	74[may fluoresce violet]	-1
COc1cc(-c2nnc(COc3ccc(Cl)cc3C)o2)cc(OC)c1OC	94	103	98	106	0.0	100	97	10
CCN(Cc1ccncc1)S(=O)(=O)c1ccc(C(C)=O)cc1	88	103	94	92	-0.1	110	100	3
Cc1ccc(C(C)C)c(OCC(=O)NN=C2CCCC2)c1	96	119	103	121	-0.1	103	104	10
COc1cccc(C(=O)NC2CCN(C(=O)N3CCCCC3)CC2)c1	91	95	102	97	0.3	94	.	9
CCOC(=O)N1CCN(Cc2nc(N)nc(Nc3ccc(OCC)cc3)n2)CC1	93	105	100	96	-0.1	94	101	6
CCCc1ccc(/C=C2\C(=O)c3ccccc3C(O)=C2C(=O)OCC)cc1	86	105	96	87	1.9*	153	133	27
CN(C(=O)C1CCOC1)c1nnc(-c2cccnc2)s1 (configuration not stated)	102	105	103	111	0.0	114	109	3
COc1ccccc1OCc1cc(C(=O)NCCN2CCCC(O)C2)no1 (configuration not stated)	102	101	106	101	0.0	96	83	-2
CC1(C(=O)O)CCC(C(=O)Nc2ccccc2)C1(C)C (configuration not stated)	88	99	96	98	0.1	97	90	-3
COc1ccc(C(=O)c2cnc3cc4c(cc3c2C)OCO4)cc1	89	102	92	85	0.2	98	.	9
Cc1ccc(OCC(=O)Nc2ccc(S(=O)(=O)N3CCCC3)cc2)cc1	105	105	101	103	-0.1	96	104	-1
O=C(NCCCc1ccccc1)C(=O)NCC1OCCN1S(=O)(=O)c1ccccc1 (configuration not stated)	109	98	103	105	-1.0	86	96	-5
Cc1ccc(SCCSc2ncccn2)cc1	99	106	109	96	0.0	104	97	7
CSCC[C@H](NC(=O)[C@@H]1Cc2ccccc2CN1)C(=O)NC[C@H]1CC[C@H](C(=O)O)CC1	112	104	100	104	0.0	100	100	0
CCCOC(=O)Nc1cc(OC)c(Cl)cc1OC	102	100	96	95	0.0	92	99	14
CN(Cc1ccc(F)cc1)C(=O)c1cccc(OCc2ccccc2)c1	101	97	101	104	0.0	107	95	5
Cc1ccc(-n2ncc3c(=O)[nH]c(SCC(=O)N4CC(=O)Nc5ccccc54)nc32)cc1	106	106	102	98	-0.1	100	97	2
CCc1nc(SCc2ccc([N+](=O)[O-])cc2)n[nH]1	96	98	101	95	-0.4	95	87	-1
CCCN(CC(=O)Nc1ccccc1C)C(=O)c1ccc(C)c(S(=O)(=O)N2CCCCC2)c1	96	100	99	107	0.0	111	104	2
CC(=O)c1cccc(NC(=O)c2cccc(S(=O)(=O)N3CCOCC3)c2)c1	104	106	105	101	0.1	91	100	11

A draw from above in order of count of non-hydrogen atoms, low to high.
SMILES	CIT2-GFP yeast	MEP2 TOR yeast	RPL19A-GFP yeast	AGP1-GFP MLPCN	Efflux pump inh	CR mimetic SO	LAP4 TOR yeast	AHR activator
Cc1ccnc(SCC(=O)N2CCN(c3cccc(Cl)c3)CC2)n1	103	99	98	99	0.0	103	102	0
O=C1c2ccccc2N2C(=O)c3ccccc3C2N1Cc1ccco1 (configuration not stated)	95	98	96	93	0.1	105	99	1
COc1cc(-c2nnc(COc3ccc(Cl)cc3C)o2)cc(OC)c1OC	94	103	98	106	0.0	100	97	10

(cont.)
SMILES	CIT2-GFP yeast	MEP2 TOR yeast	RPL19A-GFP yeast	AGP1-GFP MLPCN	Efflux pump inh	CR mimetic SO	LAP4 TOR yeast	AHR activator
COc1ccc2[nH]c(=O)c(CN(Cc3nnnn3Cc3ccco3)C3CCCCC3)cc2c1	97	107	103	102	0.1	96	100	6
Cc1sc2nc(SCC(=O)N(C)c3ccccc3)n(C)c(=O)c2c1C	.	107	94	85	0.2	107	81	2
CCOC(=O)C1=C(C)NC(C)=C(C(=O)OCC)C1C(=O)OCC(=O)N(CC)C1CCS(=O)(=O)C1 (configuration not stated)	99	104	104	120	-0.1	87	97	1
CN(C)CCC(=O)c1cccc(Br)c1	104	108	105	99	0.1	91	104	0
Cc1ccccc1NC(=O)N1CCN(S(=O)(=O)c2ccccc2)CC1	96	106	97	105	0.1	107	103	2
Cc1nonc1OCCN1CCN(c2ccc([N+](=O)[O-])cc2)CC1	111	99	88	100	0.3	77	94	-3
CCOc1cc(-c2noc(CCCC(=O)NC3CCCCC3)n2)ccc1OC	99	103	102	102	0.0	90	96	2
CN(C)c1ccc(NS(=O)(=O)c2cc3c4c(c2)CC(=O)N4CCC3)cc1	95	99	95	98	0.0	102	90	0
O=C(COC(=O)/C=C/c1cccc(Br)c1)Nc1cccc(S(=O)(=O)NC2=NCCC2)c1	100	102	102	108	0.2	96	101	1
Cn1cc(SCC(=O)N2CCCc3ccccc32)c2ccccc21	83	95	95	92	0.0	101	97	17
O=C(Nc1ccccc1O)c1cccc(S(=O)(=O)N2CCOCC2)c1	87	100	102	92	0.1	112	99	6
Cc1cccc(C(=O)N(CCc2ccccc2)Cc2ccccc2)c1[N+](=O)[O-]	98	108	103	104	-0.1	108	110	7
Cc1ccc(C)c(NC(=O)NCc2ccccn2)c1	102	101	101	95	-0.1	97	95	22
COc1ccccc1NC(=O)Cc1nnc(SCC(=O)c2ccccc2)n1C	101	117	108	111	0.4	112	113	11
Cn1c(=O)c2c(ncn2CC(=O)OCC(=O)NCc2ccc(Cl)cc2)n(C)c1=O	106	111	103	96	-0.2	92	93	-1
CCn1c(SCc2nc3ccccc3c(=O)[nH]2)nnc1-c1ccncc1	105	95	101	102	0.1	103	97	41
Cc1ccc(NC(=O)Nc2ccc3c(c2)CCC3)cc1C	108	108	108	111	-0.1	106	108	5
CCOC(=O)c1c(C)[nH]c(C(=O)OCC(=O)N2c3ccccc3CC2C)c1C (configuration not stated)	98	97	96	98	-0.1	108	103	4
COc1ccc(N2C(=O)CC(N3CCCCC3)C2=O)cc1 (configuration not stated)	97	105	100	100	0.3	93	114	1
O=S(=O)(c1ccc(-n2cnnn2)cc1)N1CCN(c2ccccc2F)CC1	104	104	105	106	0.0	121	102	2
CC(=O)c1ccc(NC(=O)c2ccc3c(c2)C(=O)N(c2ccccn2)C3=O)cc1	107	95	103	107	0.0	92	88	-1
O=C(CCC(=O)Nc1ccccc1Cl)NNC(=O)NC1CCCCC1	104	102	106	100	0.1	98	87	-1
CCCc1cc(=O)oc2cc(OCC(=O)NCCCN3CCOCC3)ccc12	93	95	97	99	0.0	107	98	5
CCOc1ccccc1NC(=O)/C(C#N)=C/c1c(C)nn(-c2ccccc2)c1Cl	98	100	106	104	0.7	89	100	11
O=C(COc1ccccc1)N1CCc2ccccc21	97	102	103	102	-0.3	78	101	3
O=C(COC(=O)c1ccc(S(=O)(=O)N2CCCCC2)cc1)NCc1ccccc1	97	97	96	100	-0.1	114	97	-2
COc1ccccc1C(=O)NC(CCSC)C(=O)NNC(=O)C(C)Oc1ccccc1F (configuration not stated)	93	101	105	105	0.0	115	112	1
CN(C(=O)CN1C(=O)S/C(=C\c2ccc(Cl)cc2)C1=O)C1CCS(=O)(=O)C1 (configuration not stated)	95	99	98	95	0.4	84	88	1
COCCN(CCOC)C(=O)CC(=O)N(CCOC)CCOC	.	95	101	104	0.1	95	104	0
COc1ccc(S(=O)(=O)NN=C2CCCCC2)cc1	107	107	102	106	0.0	97	109	4
Nc1cc(=O)[nH]c(=S)n1-c1cccc(C(F)(F)F)c1	96	101	96	102	0.2	88	106	-1
COc1cccc(N2CC(C(=O)N3CCC4(CC3)CC(=O)c3ccccc3O4)CC2=O)c1 (configuration not stated)	94	103	95	90	0.3	88	98	-1
CCN(C(=O)COC(=O)c1ccc(Cl)nc1)C1CCS(=O)(=O)C1 (configuration not stated)	87	89	93	90	0.4	91	95	4
O=C(COC(=O)C1(c2ccc(F)cc2)CCCC1)Nc1ncc(C(F)(F)F)cc1Cl	101	113	105	105	0.0	80	111	1
Cc1cc(C)n(-c2nc3sc4c(c3c3nnc(SC(C)C)n23)CC(C)(C)OC4)n1	95	103	99	101	-0.1	107	100	4
O=C(CC1C(=O)NCCN1Cc1cccc(Oc2ccccc2)c1)NCCc1ccccn1 (configuration not stated)	98	97	102	109	0.2	104	107	1
CC1(OC(=O)c2cccs2)C(=O)C=C2C=C(c3ccsc3)OC=C2C1=O (configuration not stated)	97	91	106	86	0.4	102	110	2
CCC(C(=O)OC)n1c(-c2ccccc2)nc2ccccc2c1=O (configuration not stated)	95	93	90	91	-0.3	89	96	12
CCOC(=O)N1CCN(C(=O)CCc2ccc(S(=O)(=O)NC(C)C)cc2)CC1	105	107	101	103	0.1	98	97	.
CCCCc1nc2ccccc2c(=O)n1NC(=O)c1c(O)c2cccc3c2n(c1=O)CC3	89	95	96	89	-0.2	90	103	-2
CCCCNC(=S)N/N=C/C1=CCC2CC1C2(C)C (configuration not stated)	95	106	98	92	-0.1	91	96	6
CCOC(=O)Cc1csc(NC(=O)c2ccc(C)o2)n1	92	108	99	97	0.6	137	102	1
O=C(CSC(=S)N1CCSCC1)c1ccc(Cl)cc1	83	91	98	98	-0.1	104	131	-3
